# Compound activity: PubChem, several laboratories
# NOD2-RIPK2 inh: NOD2-RIPK2 binding disruptors in cells, primary screen, fluorescence, CHO cells, BLA complementation; CCF4 ratio; inhibition, % at 4.98 µM; 0.38% of 360,000 active; in the data active = inhibition above about 21%;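 note: 0% = vehicle only and 100% = reference blocker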
# Target sequence (O43353 whole entry, looked up): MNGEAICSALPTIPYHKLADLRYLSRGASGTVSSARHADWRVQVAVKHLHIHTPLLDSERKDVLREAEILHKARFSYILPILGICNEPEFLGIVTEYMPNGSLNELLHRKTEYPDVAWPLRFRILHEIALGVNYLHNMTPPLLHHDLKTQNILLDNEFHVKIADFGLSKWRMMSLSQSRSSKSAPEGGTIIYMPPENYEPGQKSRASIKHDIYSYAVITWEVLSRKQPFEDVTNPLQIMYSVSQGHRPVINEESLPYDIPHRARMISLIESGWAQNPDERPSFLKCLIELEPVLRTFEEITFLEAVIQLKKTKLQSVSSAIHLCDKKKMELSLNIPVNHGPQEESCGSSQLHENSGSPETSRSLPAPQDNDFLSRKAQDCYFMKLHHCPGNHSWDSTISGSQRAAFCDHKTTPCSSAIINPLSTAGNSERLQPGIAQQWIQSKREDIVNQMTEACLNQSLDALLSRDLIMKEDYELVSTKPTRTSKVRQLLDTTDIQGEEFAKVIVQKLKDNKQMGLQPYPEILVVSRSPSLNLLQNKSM
# ABCB6 inh MLPCN: ABCB6 transporter inhibitors, primary screen, K562-ABCB6 cells, flow cytometry, MLPCN library | ATP-binding cassette sub-family B member 6 (Homo sapiens), Q9NP58 | K562-ABCB6 porphyrin accumulation, 1 h; active compounds read low | fluorescence ratio to DMSO, % at 10 µM | 0.19% of 360,000 active;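 active = fluorescence ratio to DMSO below 75%, the collection mean minus 3 SD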;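 note: signal is porphyrin accumulated inside mitochondria; 100% equals median channel fluorescence of DMSO control wells; lower ratio means ABCB6 inhibition with less porphyrin fluorescence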
# TLR9-MyD88 inh: inhibitors of TLR9-MyD88 association in cells, primary screen, cell-based, CHO, BLA complementation, fluorescence; AID 504734, 2011; 0.21% of 340,000 active; inhibition, % at 4.98 µM; CCF4 FRET ratio; Toll-like receptor 9 (Homo sapiens) + Myeloid differentiation primary response protein …;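 active = inhibition above the mean over all tested compounds plus 3 SD, cut at about 21% in these data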;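 note: 0% = DMSO only wells and 100% = clavulanate BLA inhibitor control wells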
# Glyco luc inh: increase of ERlucT glycosylation luciferase signal, primary screen, N-linked glycosylation inhibitor project, D54 ERlucT cells, luminescence, set 2; reporter increase, % at 12.5 µM; AID 588692, 2011; 0.23% of 360,000 active; D54 ERlucT glycosylation luciferase reporter, 24 h; percent of 100 nM tunicamycin response;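 active = mean luciferase reporter signal, scaled so untreated is 0 and the glycosylation-blocking control 100, at or above a set limit in every replicate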;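 note: luciferase carries N-glycosylation sites so blocking glycosylation raises the light; 0% = median of neutral control wells and 100% = median of 100 nM tunicamycin wells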
# ABHD5 PLIN5 PPI: ABHD5-PLIN5 interaction inhibitors, primary screen, cell lysate, split luciferase complementation, luminescence | Perilipin-5 (Homo sapiens) + 1-acylglycerol-3-phosphate O-acyltransferase ABHD5 (Homo … | Split G. princeps luciferase complementation, 4 h | inhibition, % at 4 µM | 0.78% of 360,000 active | AID 602281, 2012;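 active = inhibition above the mean inhibition across every tested compound plus 3 SD, cut at about 22% in these data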;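 note: 0% = DMSO only wells and the 100% control is not disclosed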
# m5-HT2A agonist: mouse Htr2a agonists via beta-arrestin recruitment, primary screen, cell-based, luminescence; CHO-K1 mHTR2A beta-arrestin complementation; percent of 30 µM serotonin response; 5-hydroxytryptamine receptor 2A (Mus musculus), P35363; AID 624169, 2012; activation, % at 7.6 µM; 0.66% of 360,000 active;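 active = activation above a run cutoff, the mean activation of all tested compounds plus 3 SD, cut at about 14% in these data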;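 note: 0% = plate median of compound wells and 100% = 30 µM serotonin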
# Target sequence (P35363 whole entry, looked up): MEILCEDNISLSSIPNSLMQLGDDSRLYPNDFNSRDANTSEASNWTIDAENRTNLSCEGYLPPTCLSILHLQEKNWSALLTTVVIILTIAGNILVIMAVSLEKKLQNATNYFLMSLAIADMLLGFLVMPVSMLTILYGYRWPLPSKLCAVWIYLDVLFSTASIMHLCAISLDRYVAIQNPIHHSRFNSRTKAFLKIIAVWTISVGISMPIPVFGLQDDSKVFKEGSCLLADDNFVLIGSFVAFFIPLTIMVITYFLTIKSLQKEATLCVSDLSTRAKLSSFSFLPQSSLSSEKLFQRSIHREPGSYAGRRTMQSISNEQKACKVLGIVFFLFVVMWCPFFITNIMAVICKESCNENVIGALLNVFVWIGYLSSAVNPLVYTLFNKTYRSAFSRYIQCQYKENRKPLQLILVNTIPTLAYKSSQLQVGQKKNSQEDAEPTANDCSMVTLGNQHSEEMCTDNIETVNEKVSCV
# MC4R antagonist: MC4R antagonists of cAMP signaling, primary screen, cell-based, TR-FRET, antagonist arm of biased-ligand search | MC4R-expressing cells, MTII-stimulated cAMP, LANCE TR-FRET | inhibition, % at 6.5 µM | AID 540295, 2011 | 0.48% of 360,000 active;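 active = inhibition above its plate's cutoff, the mean of tested wells on that plate plus 3 SD, cut at about 29% in these data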;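 note: 0% = Melanotan II alone and 100% = Melanotan II plus saturating MCL0020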
#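 System – human MC4R-expressing U2OS cells · Also added – Melanotan II · Dosing – one concentration, 6.5 µM nominal · Timing – 30-min compound, 1-h challenge, 1-h detection, room temperature · Measured by – Eu-cAMP/anti-cAMP TR-FRET, emission 671 nm · Replicates – singlicate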
# NCOA2 inhibitor: inhibition of GAL4-SRC2 driven luciferase reporter, primary screen, SRC2 inhibitor project, cell-based, luminescence; Nuclear receptor coactivator 2 (Homo sapiens), Q15596; HEK293 GAL4-SRC2 luciferase reporter; inhibition, % at 9 µM; 0.17% of 370,000 active; AID 651957, 2012;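 active = inhibition above the mean inhibition of all tested compounds plus 3 SD, set per campaign, cut at about 52% in these data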;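 note: 0% = DMSO treated cells and 100% = cells given Gossypol at 36 µM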
# H9c2 protect: cardioprotection against H2O2-induced cell death, primary screen, uHTS, H9c2 cells, ATPLite luminescence | H9c2 cardiomyocytes, H2O2 injury protection, 2 h | protection from H2O2 cell death, % at 20 µM | 0.63% of 360,000 active | AID 588492, 2011;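 active = compounds giving at least 50% protection of heart cells from peroxide-induced death in the single-dose screen, raw or plate-pattern-corrected value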;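 note: 0% = DMSO wells with peroxide and 100% = DMSO wells without peroxide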
# MC4R barr agon: MC4R agonists recruiting beta-arrestin, primary screen, cell-based, luminescence, agonist arm of biased-ligand search. activation, % at 8.9 µM. 0.98% of 360,000 active. U2OS MC4R beta-arrestin complementation; percent of melanotan II response, DMSO zero. AID 540308, 2011;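 active = activation above a per-plate cutoff, the mean activation of sample wells on that plate plus 3 SD, cut at about 8% in these data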
# * marks the source's active call; other numbers are inactive results; . = not tested or not shown. A portion of the library. The share of hits here may be higher or lower than overall.
SMILES,NOD2-RIPK2 inh,ABCB6 inh MLPCN,TLR9-MyD88 inh,Glyco luc inh,ABHD5 PLIN5 PPI,m5-HT2A agonist,MC4R antagonist,NCOA2 inhibitor,H9c2 protect,MC4R barr agon
COCCNS(=O)(=O)c1ccc(F)c(OC)c1,-4,104,-15,0,4,-1,17,6,10,1.5
CC(=O)Nc1ccc([N+](=O)[O-])c(CS(=O)(=O)c2ccc(C)cc2)c1[N+](=O)[O-],-12,100,-7,-2,1,-3,-2,-4,-1,-2.4
COCCNC(=O)C(c1ccc(Cl)cc1)N(Cc1ccco1)C(=O)CCC(=O)Nc1ccccn1 (centres undefined),-9,91,-2,2,-2,7,9,-4,2,-0.1
O=C(NCCCN1CCCC1)[C@H](CSCc1ccccc1)N1Cc2ccccc2C1=O,-2,102,-7,-3,-8,-5,13,4,5,2.2
Clc1ccc(N=c2ssnc2Cl)cc1,5,95,6,1,1,1,0,6,-28,-1.9
COc1ccc(NS(=O)(=O)c2cccc(C(=O)NCC(c3ccco3)N3CCCC3)c2)cc1 (centres undefined),5,101,-2,-2,4,3,-2,4,3,-2.5
O=C(COc1ccc(F)cc1Br)NCC1(N2CCCCC2)CCCCC1,-12,93,-1,-8,2,-6,-3,11,-5,0.0
Cc1cccc(Nc2c(-c3ccc(N4CCOCC4)cc3)nc3ncccn23)c1,7,91,3,-3,-5,2,21,-50,-9,-0.2
COc1ccccc1/C=C/C(=O)Nc1nc(N)n(-c2ccccc2)n1,-6,99,3,3,6,1,5,-13,-7,-0.2
CC(C)c1ccc(NC(=O)CNCC(c2ccccc2)N(C)C)cc1 (centres undefined),1,98,8,-1,4,-7,3,6,-2,-0.7
CCCc1cc(=O)[nH]c(SCC(=O)c2cc(C)n(CCC)c2C)n1,-5,109,-4,1,-7,-2,-9,-10,-12,-0.9
O=C(CN1CCN(C(=O)c2ccco2)CC1)Nc1ccc2c(c1)OCCO2,2,109,5,0,3,0,1,-9,-2,-1.0
Cn1nc(N)c2ncc(C(Cl)(Cl)Cl)nc21,1,90,-17,1,-3,2,-11,2,7,-1.6
CCNc1nc(NCC)n2c(SCC(=O)NC34CC5CC(CC(C5)C3)C4)nnc2n1,-6,100,7,1,2,6,2,-4,9,1.4
CC(C)NCC(O)COc1ccc2c(c1)CCC2 (centres undefined),-8,97,-1,-2,1,-4,-3,-17,7,-2.0

# Structures listed so far that have fluorine, in the order listed:
SMILES,NOD2-RIPK2 inh,ABCB6 inh MLPCN,TLR9-MyD88 inh,Glyco luc inh,ABHD5 PLIN5 PPI,m5-HT2A agonist,MC4R antagonist,NCOA2 inhibitor,H9c2 protect,MC4R barr agon
COCCNS(=O)(=O)c1ccc(F)c(OC)c1,-4,104,-15,0,4,-1,17,6,10,1.5
O=C(COc1ccc(F)cc1Br)NCC1(N2CCCCC2)CCCCC1,-12,93,-1,-8,2,-6,-3,11,-5,0.0

# (cont.)
SMILES,NOD2-RIPK2 inh,ABCB6 inh MLPCN,TLR9-MyD88 inh,Glyco luc inh,ABHD5 PLIN5 PPI,m5-HT2A agonist,MC4R antagonist,NCOA2 inhibitor,H9c2 protect,MC4R barr agon
Cn1c(-c2ccco2)n[nH]c1=S,-12,92,3,1,9,4,-1,-33,-1,-0.1
CC(NC(=O)COC(=O)CCN1C(=O)C2CC=CCC2C1=O)c1ccc(Br)cc1 (centres undefined),-3,100,-3,-1,6,-4,10,3,9,-0.9
Cc1ccc(C(=O)COC(=O)C2CC(=O)N(c3nc(-c4ccccc4)cs3)C2)cc1 (centres undefined),-27,93,-8,2,-5,-2,6,-16,-4,0.4
Nn1c(COc2ccccc2F)nnc1SCC(=O)NC1CC1,-7,99,1,1,-2,-5,-3,12,-5,2.8
Cc1ccc(C(=O)NCCCN2CCN(CCCNC(=O)c3ccc(C)cc3)CC2)cc1,-11,101,-5,-1,4,-3,15,4,-4,0.1
COc1ccc2[nH]c(=O)c(CN(C(C)=O)C3CCCCC3)cc2c1,1,100,3,2,8,0,1,-17,5,-0.2
COc1ccccc1NC(=O)c1ccc2c(O)c(S(=O)(=O)c3ccccc3)c(=O)[nH]c2c1,2,97,13,-1,-3,-4,5,-5,0,-3.5
Cc1ccc(C(=O)N[C@@H](Cc2ccccc2)C(=O)N2CCC3(CC2)NCCc2[nH]cnc23)cc1C,-7,100,-18,-2,-4,2,1,-15,8,-2.7
CCC1(O)CCCC2C3CCC4CC(=O)CCC4(C)C3C(=O)CC21C (centres undefined),-1,100,-16,2,3,-1,-4,21,4,-1.1
COc1ccc(C(C)(NC(C)=O)c2nc(-c3ccc(F)c(Cl)c3)cs2)cc1 (centres undefined),1,97,.,-4,6,-6,6,17,-9,-0.9
CCOc1ccc(-n2nnnc2SCC(=O)NNC(=O)c2ccco2)cc1,0,103,1,2,0,3,15,2,-2,-2.8
Cc1ccc(-c2noc(CNCCCN(C)C)n2)cc1,14,99,-1,0,2,-4,9,-15,-9,0.7
CN(C(=O)c1ccc(S(=O)(=O)N2CCCC2)cc1)C1CCCCC1,0,92,2,2,3,-1,2,-29,18,-0.3
O=C1N=C(N2CCCCC2)S/C1=C\c1ccc(Cl)cc1,6,97,7,13,4,1,2,-52,0,0.9
COC(CNc1cc(=O)oc2ccccc12)OC,-4,88,6,0,-3,-4,-1,-30,-2,-1.7
CSC1CCCCC1(O)CSc1nc2c(cc1C#N)CCCC2 (centres undefined),-7,97,-14,-2,1,6,10,6,-5,1.5
Nc1cccnc1Sc1cccc(Cl)c1,2,104,9,1,2,0,7,-7,3,-1.3
COc1cccc(N2CCC(N3CCN(C)C(CCO)C3)CC2)c1 (centres undefined),1,101,0,2,2,-2,4,-5,5,-0.1
CCOC(=O)c1ccc(S(=O)(=O)NCCNCc2ccccc2)cc1,-10,99,-7,-3,0,5,1,-1,-2,-0.9
O=C(CSc1ccc(-c2ccco2)nn1)NCCc1ccccc1,-10,97,3,1,-1,3,-1,-7,-1,0.2
CCNC(=O)CC1C(=O)N(c2ccccc2)C(=O)N1CCC(C)C (centres undefined),-10,96,-14,0,2,-1,-4,2,-6,-1.4
Cc1cc(C)nc(NC(=O)c2ccc(C)c([N+](=O)[O-])c2)n1,1,97,-4,3,1,0,-1,15,6,1.6
CC(=O)NCCOC(=O)c1nn(Cc2ccccc2)c(=O)c2ccccc12,-1,98,0,-1,7,6,5,-9,1,0.7
Oc1ccc(C=NNC(=S)Nc2cccnc2)nc1,-2,101,9,-2,-5,1,-5,-40,-12,-0.8
CCc1ccc(S(=O)(=O)NC(=S)Nc2ccccc2)cc1,-6,103,1,-3,-10,-1,-1,-5,4,-2.6
COc1cc(CNC(C)(C)C)ccc1OCC(=O)NC(C)(C)C,-3,92,8,0,0,4,2,-6,2,0.1
CSc1nnc(SCC2=NNC(=O)SC2)s1,-6,119,-2,3,-2,1,14,-14,4,-0.9
O=C(C[n+]1ccccc1)N/N=C/c1cccs1,-9,115,3,-1,-2,8,7,-16,1,-1.8
Cc1ccc(C(=O)NC(C)c2ccncc2)o1 (centres undefined),5,102,3,1,1,3,-1,-14,6,-1.4
O=C(NCCO)C1COc2ccccc2O1 (centres undefined),-1,100,1,0,-1,4,0,10,-8,2.1
COc1ccc(/C=C(\NC(=O)c2ccco2)C(=O)Nc2ccc(C(C)=O)cc2)cc1,1,99,-6,1,4,3,-4,3,6,1.4
CC(=O)c1c(C)n(-c2ccccc2)c2ccc(OCC(N)=O)cc12,-9,103,-2,0,-5,-1,-4,-26,-4,-1.1
COc1ccc(S(N)(=O)=O)cc1C(=O)NCCCN1CCN(c2ccccc2OC)CC1,-16,98,-1,1,5,0,0,-5,6,1.9
CCCS(=O)(=O)N1CCC(C(=O)N2CCc3ccccc3C2)CC1,-8,99,2,2,-6,-3,0,-22,-3,-2.0
CC(Sc1ccc(S(=O)(=O)N2CCCCCC2)cn1)C(N)=O (centres undefined),-5,98,-19,-1,-1,-3,3,-8,-1,2.0
CC(=O)Nc1ccc(S(=O)(=O)Nc2ccccc2C(=O)N2CCCC2)cc1,7,85,-2,3,4,1,2,6,-1,-0.3
CC(C)Cc1nc2sc3c(c2c(=O)n1N)CC(C(C)C)OC3 (centres undefined),-14,98,1,0,1,4,4,-28,-7,-3.0
O=C(CSc1nnc(Cn2cnc3ccccc32)o1)c1ccccc1,-7,94,-2,-3,-2,8,12,23,-15,0.0
CCCCCCSc1ccc([C@H]2N[C@@](Cc3ccccc3)(C(=O)OC)[C@H]3C(=O)N(C)C(=O)[C@@H]23)cc1,3,87,-17,-6,-17,-1,11,9,77*,0.3
O=C(OCC(=O)N1CCCCC1)c1ccc(OC(F)(F)F)cc1,7,95,8,-2,-1,-3,1,-23,-2,-2.0
CCOC(=O)CSc1nc2c(cnn2-c2ccc(Cl)cc2)c(=O)[nH]1,-10,100,-5,4,-2,5,12,-2,-1,1.1
O=C(Nc1cc2c3c(c1)CC(=O)N3CCC2)c1ccc(Br)cc1,-2,93,2,2,-5,-5,23,-41,6,-2.9
CCN(CC)C(=O)C1=C(C)N(CCCN2CCCC2=O)C(=O)C(CC(=O)NCCN2CCOCC2)C1 (centres undefined),-3,93,3,2,15,1,7,0,1,-1.5
COCCNC(=O)CCCCCn1c(=S)[nH]c2ccccc2c1=O,1,97,2,0,0,2,8,-20,-5,2.2
CC(Sc1nc2ccccc2[nH]1)C(=O)O (centres undefined),-6,97,0,4,6,8,-1,9,-3,-2.0
Cc1ccc(C)c(NC(=O)CC2Oc3ccccc3NC2=O)c1 (centres undefined),9,101,4,1,-7,-12,16,4,8,-1.2
COc1cccc(C2/C(=C(\O)c3ccc(OC)c(OC)c3)C(=O)C(=O)N2c2cc(C)on2)c1 (centres undefined),-8,148,0,2,0,2,21,-26,10,-1.8
CC(C)OCCCNc1ncnc2c1[nH]c1ccccc12,-9,100,2,0,-5,2,6,4,-18,-1.1
CCCCN(C(=O)c1nn(C)c(=O)c2ccccc12)c1c(N)n(CC(C)C)c(=O)[nH]c1=O,-4,100,-12,3,3,4,4,13,4,-0.1
Cc1ccc(-c2csc(NC(=O)C3CC=CCC3C(=O)O)c2C(=O)OC(C)C)cc1 (centres undefined),-5,95,7,1,1,3,1,-10,0,2.0
